TRPML3 agonist: agonists of human TRPML3 channel. Q8TDD5. HEK293 TRPML3-YFP, Fluo-8 calcium fluorescence; 100% = the carbachol control signal. activation, % at 3 µM. actives 0.29% (n = 220,000);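 active = activation above its plate's cutoff, the mean activation of the plate's test wells plus 3 SD, cut at about 12% in these data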;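 note: 0% = DMSO only wells and 100% = carbachol wells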
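Material: HEK293 cells stably carrying human TRPML3-YFP; compound dosing: single dose, 3 µM final nominal compound, 0.3% DMSO final; incubation: 1-h 37 °C dye load, 5-s basal, 120-s post-compound reads; technique: Fluo-8 intracellular calcium fluorescence, excitation 470-495 nm, emission 515-575 nm; read-out basis: percent activation from peak-to-basal fluorescence ratio, scaled between DMSO and carbachol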
EP2 modulator: modulates human prostaglandin E2 receptor EP2 signaling; P43116; EP2-expressing cells, cAMP HTRF FRET, PGE2 co-stimulation; induction, % at 25 µM; actives 0.83% (n = 260,000); AID 940;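 active = compounds whose cAMP rise, as percent of the full-agonist control response, exceeds 60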;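 note: rat C6 glioma line stably carrying human EP2 under a CMV promoter; the protocol text gives 20 µM as final concentration; 100% = response of wells given 1 µM PGE2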
CHOP inhibitor: CHOP inhibition in unfolded protein response. AID 2732. actives 3.8% (n = 220,000). inhibition, % at 10 µM. CHO-K1 CHOP-promoter luciferase, tunicamycin-induced, 15-18 h;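 active = compounds that reduced the stress-induced luciferase reporter signal by more than about 70% of percent inhibition, limit read from the data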;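 note: 0% = tunicamycin plus vehicle and 100% = wells without tunicamycin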
S1P4 agonist: agonists of human S1P4 receptor; AID 1509; S1P4-expressing cell line, agonist reporter assay; activation, % at 4.98 µM; O95977; actives 0.35% (n = 220,000); in the data active = activation above about 11%;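 note: 0% = DMSO vehicle and 100% = reference agonist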
Target sequence (O95977 whole entry, looked up): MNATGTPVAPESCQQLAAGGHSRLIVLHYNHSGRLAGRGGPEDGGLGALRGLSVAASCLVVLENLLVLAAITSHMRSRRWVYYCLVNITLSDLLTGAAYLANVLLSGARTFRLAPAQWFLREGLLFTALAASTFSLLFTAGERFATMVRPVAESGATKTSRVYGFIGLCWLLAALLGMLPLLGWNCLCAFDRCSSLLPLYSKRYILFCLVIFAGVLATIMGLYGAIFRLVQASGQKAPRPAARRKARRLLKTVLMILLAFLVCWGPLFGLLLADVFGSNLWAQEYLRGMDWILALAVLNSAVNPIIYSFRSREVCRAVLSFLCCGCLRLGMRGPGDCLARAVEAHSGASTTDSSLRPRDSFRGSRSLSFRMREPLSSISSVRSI
NPY2 pot ag: potentiators or agonists of human neuropeptide Y receptor Y2; cells expressing NPY-Y2, potentiator/agonist read-out; activation, % at 3.6 µM; actives 0.45% (n = 220,000); in the data active = activation above about 27%;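 note: cells stimulated with NPY near EC25 plus isoproterenol at EC100; 0% = vehicle plus submaximal agonist and 100% = vehicle plus saturating agonist; some results beyond the cut were filed as inactive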
NPY Y1 blocker: blocks the human neuropeptide Y Y1 receptor. P25929. inhibition, % at 3.6 µM. AID 1040. HEK293-CNG Y1 cells, membrane potential fluorescence; NPY at EC95, then isoproterenol. actives 1% (n = 200,000);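 active = inhibition above the campaign mean inhibition of all tested compounds plus 3 SD, cut at about 20% in these data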;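 note: 0% = DMSO wells given NPY plus isoproterenol and 100% = isoproterenol alone without NPY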
Target sequence (P25929 whole entry, looked up): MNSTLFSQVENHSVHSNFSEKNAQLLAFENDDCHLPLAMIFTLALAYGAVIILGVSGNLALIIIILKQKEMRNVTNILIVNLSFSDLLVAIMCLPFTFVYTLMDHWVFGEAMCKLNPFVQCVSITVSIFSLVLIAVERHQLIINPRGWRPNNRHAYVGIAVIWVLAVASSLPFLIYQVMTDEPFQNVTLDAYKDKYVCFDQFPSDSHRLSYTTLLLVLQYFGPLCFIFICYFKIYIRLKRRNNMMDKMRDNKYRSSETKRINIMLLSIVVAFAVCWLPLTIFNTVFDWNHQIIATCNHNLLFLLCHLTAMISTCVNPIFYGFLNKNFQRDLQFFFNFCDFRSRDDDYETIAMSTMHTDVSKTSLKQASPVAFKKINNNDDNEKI
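Benchmarks – high control isoproterenol alone, low control NPY with isoproterenol · Material – HEK293 Y1/CNG channel cell line · Times – dye 3 h, compound 60 min room temperature, stimulation 45 min · Probe or stimulus – NPY (25 nM), isoproterenol (1 µM), Ro 20-1724 (25 µM) · Evaluation – % inhibition of NPY effect · Signal – fluorescence, membrane potential probe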
TRPN1 ag: zebrafish TRPN1 (NompC) channel agonism; HEK293 zebrafish TRPN1-YFP, Fluo-8 calcium fluorescence; 100% = response to 87 µM carbachol; activation, % at 3 µM; actives 0.18% (n = 220,000);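 active = activation above its plate's cutoff, the mean activation of test wells on that plate plus 3 SD, cut at about 19% in these data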;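 note: 0% = DMSO alone and 100% = 87 µM carbachol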
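Material: zebrafish TRPN1-YFP in HEK293 cells; Doses: single test compound dose, 3 µM nominal, 0.3% DMSO; Timing: dye loading 1 h at 37 °C, then 30 min room temperature; Technique: intracellular calcium fluorescence with Fluo-8; Benchmarks: high carbachol 87 µM, low DMSO alone.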
NPY1 pot ag: potentiators or agonists of human neuropeptide Y receptor Y1 | P25929 | NPY-Y1 expressing cells, potentiator/agonist activation | activation, % at 3.6 µM | actives 0.37% (n = 220,000) | AID 1304; in the data active = activation above about 33%, passing the limit was not always enough;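 note: cells stimulated with NPY at EC10 then isoproterenol at EC100; 0% = low agonist plus stimulus and 100% = saturating agonist plus stimulus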
S1P4 antagonist: human S1P4 receptor antagonism. S1P4-expressing cells, antagonist mode, reporter read-out. actives 0.26% (n = 220,000). inhibition, % at 4.98 µM; in the data active = inhibition above about 29%;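 note: 0% = wells stimulated with agonist and 100% = vehicle wells without agonist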
An asterisk follows results filed as active; / = not tested or not shown; & = joins results of further samples.

SMILES	TRPML3 agonist	EP2 modulator	CHOP inhibitor	S1P4 agonist	NPY2 pot ag	NPY Y1 blocker	TRPN1 ag	NPY1 pot ag	S1P4 antagonist
COc1ccc(C)cc1NC(=O)C1CC(=O)N(Cc2ccco2)C1 (stereo not given)	0.6	-2	0	-0.3	13	1	-0.3	-11	7
O=C(Cn1c(=O)n(Cc2ccco2)c(=O)c2c3c(sc21)CCCCC3)c1ccccc1	0.1	40	3	-1.7	-7	9	-0.6	22	-3
O=C(NCC1CCCO1)c1coc2nc3ccccc3nc12 (stereo not given)	0.6	-5	8	2.2	0	0	2.3	-6	-9
CCN(CC)S(=O)(=O)c1ccc(C(=O)OCC(=O)N2CCN(C(=O)c3ccco3)CC2)cc1	0.2	15	-10	0.1	-5	1	1.9	10	1
N/C(Cn1cncn1)=N\NC(=O)C(=O)Nc1cccc(C(F)(F)F)c1	0.7	14	9	0.4	-3	1	2.0	-16	-3
CCc1ccc2c(c1)C(c1ccc([N+](=O)[O-])cc1)=NNC(c1ccc(C)cc1)=N2	-0.2	4	97*	-1.5	1	3	-0.4	19	-16
O=C(c1cncc(Br)c1)N1CCN(c2ccc([N+](=O)[O-])cc2)CC1	1.1	-43	49	0.1	4	4	-1.5	-10	-17
Cc1nc(-c2ccncc2)nc(NCCNc2ncccc2C(F)(F)F)c1Cl	-1.2	27	17	0.7	-31	/	-1.5	-18	-1
CCOCc1cc(C2NC(=O)NC(C)=C2C(=O)OCC)ccc1OC (stereo not given)	0.8	13	-12	-2.3	1	1	0.7	8	-20
CCOc1ccc(C(=O)NCC2CCCO2)cc1OCC (stereo not given)	1.0	-15&-15	1	2.9	-5	3	0.8	-5	-8
O=C(OCC(=O)N1CCc2ccccc2C1)c1cccs1	0.6	12	-19	2.6	3	0	-0.6	10	9
CN(C)c1ccc(NC(=O)CSCc2nc3c(nnn3Cc3ccc(F)cc3)c(=O)[nH]2)cc1	0.2	9	1	-0.8	9	8	-1.8	-28	-4
COc1cc(C(=O)NNC(=S)NC(=O)c2ccc(Cl)cc2)cc(OC)c1OC	13*	12	8	1.1	-1	-3	5.8	10	0
CCC(C)NC(=O)/C(=C/c1ccco1)c1ccccc1 (stereo not given)	-0.3	-20	-2	-1.4	-5	3	-0.1	2	-14
COc1ccccc1NC(=O)CN1CCN(CC(=O)Nc2cc(NC(C)=O)ccc2OC)CC1	1.1	-16	4	0.3	10	0	1.0	6	-18
COc1ccc(N(CC(=O)Nc2c(C)n(C)n(-c3ccccc3)c2=O)S(=O)(=O)c2ccc(F)cc2)cc1	0.8	13	-27	0.6	1	1	2.5	7	-10
COc1ccc(Cl)cc1NC(=S)NCc1ccccn1	0.7	13	12	-1.1	-3	6	-0.6	6	-6
COc1ccc(Cc2nc(-c3ccncc3)no2)cc1	0.1	-12	2	-2.2	0	4	0.1	-13	-3
COc1ccc(NC(=O)CCC(=O)OC(C(=O)c2ccccc2)c2ccccc2)cc1 (stereo not given)	0.5	31	0	-1.5	-3	-1	-0.9	-6	-4
CCCOc1ccc2oc(=O)c3c(c2c1)CCCN3C(=O)CN1CCCC(C(=O)OCC)C1 (stereo not given)	4.0	7	35	-0.4	2	6	-0.6	-10	2
c1ccc2sc(SCc3ccc(-c4nnco4)cc3)nc2c1	-0.4	-14	47	1.1	2	5	-2.6	-10	-11
CCOC(=O)c1c(NC(=O)CN2CCCc3ccccc32)sc(C(C)=O)c1C	0.7	2	93*	16*	15	2	0.9	-8	-3
O=C(Cc1ccccc1)Nc1c(C(=O)N2CCOCC2)cnn1-c1ccccc1	0.2	25	7	0.8	2	3	1.6	-12	1
O=C(Cc1ccccc1)NN1C(=O)C2C(C1=O)C1C=CC2C12CC2 (stereo not given)	1.2	16	17	1.0	-3	7	0.2	-17	-12
Cc1ccc(NC(=S)NNC(=O)c2ccccc2O)c(C)c1	8.7	-12	21	0.3	-22	-4	11	-12	2
COc1ccc(C(=O)NC(C(=O)NCc2ccccn2)C(C)C)cc1 (stereo not given)	-1.0	10	-4	1.4	4	-1	-0.1	-13	3
Nc1nc(SCC(=O)Nc2ccccc2)[nH]c(=O)c1NC(=O)c1cccs1	0.6	21	-12	6.0	3	5	-0.9	-15	-12
CCOC(=O)C1=C(N)OC2=C(C(=O)CC(C)(C)C2)C1c1ccco1 (stereo not given)	0.0	31&-78	1	-2.2	-14	1	0.0	-8	-4
COC(=O)c1c(C)oc2ccc(OC(=O)N3CCOCC3)cc12	0.0	-13	-29	0.0	1	-1	-0.7	7	5
CCN(CC)S(=O)(=O)c1cc(C(=O)OCC(=O)NC(=O)c2cccn2C)ccc1C	0.9	-22	1	5.0	-2	0	1.8	-5	-8
CCN(CC)S(=O)(=O)c1ccc(/C=C/C(=O)Nc2ccc(N3CCOCC3)cc2)cc1	3.1	-4	-3	1.5	13	/	9.3	21	-20
Cc1ccccc1Cn1ccc(NC(=O)c2cnn3cccnc23)n1	0.1	20	-17	0.9	16	-3	0.3	-8	-17
CN(C)CC/C=C1\c2cc(F)ccc2CSc2ccccc21	1.6	-17	38	-2.0	-11	14	2.0	-22	-3
N/C(=N\OC(=O)c1ccc(Br)o1)c1ccccn1	0.8	3	6	0.1	5	0	0.3	17	5
CCC(CC)C(=O)Nc1cccc(-c2nc3ccccc3o2)c1	-1.1	-16	68	-1.0	-20	1	-1.6	-19	-18
C#CCOCCOCCOCCNc1nc(N2CCOCC2)nc(N2CCN(C(=O)[C@H](Cc3cc4ccccc4[nH]3)n3cc([C@@H](N)Cc4ccc(O)cc4)nn3)CC2)n1	0.9	3	19	1.2	19	-4	0.2	-2	11
O=C(Cn1cc(/C=N/NC(=O)c2cccc3ccccc23)c2ccccc21)Nc1ccc(F)cc1	0.2	-10	12	-0.6	31	/	1.7	37	-28
CC(C)(C)c1ccc(OCCCNC2CCCC2)cc1	2.0	-13	23	-0.3	-6	2	1.6	-7	-3
O=C(COC(=O)c1ccccc1C(=O)c1ccc(Cl)c([N+](=O)[O-])c1)NC1CCCCCC1	0.3	-40	93*	-3.0	13	-6	-0.7	34	20
CCn1c(CCn2c3ccccc3c3ccccc32)n[nH]c1=S	-1.1	13&28	22	5.1	2	5	-0.7	3	-18
O=S(=O)(c1ccc(F)cc1)c1nc(-c2ccco2)oc1Nc1ccccc1	-0.9	52	61	0.1	4	4	-1.5	-13	-20
CCOC(=O)c1cc2ccc(OC(=O)c3ccco3)cc2oc1=O	0.7	2	-9	149*	11	-4	-0.4	-6	-156
CCOC(=O)N1CCN(S(=O)(=O)c2ccc(F)c(C(=O)Nc3cccc(Cl)c3C)c2)CC1	0.3	26	-1	0.8	-2	0	-0.5	-14	5
O=C(O)c1ccc(-n2c(O)c(C=C3N=c4ccccc4=N3)sc2=S)cc1	0.8	44	4	1.6	-5	/	0.8	-4	-7
CC1(C)N=C(c2ccccn2)C(C)(C)N1O	0.6	-3	22	2.4	-7	1	0.1	3	-13
CCOC(=O)c1c(C)[nH]c(C)c1C(=O)COC(=O)c1ccc(Cl)c(S(=O)(=O)NCc2ccccc2)c1	-0.9	-36	42	-2.2	-4	-1	-1.6	-2	-3
COc1ccc(C2CC(C(F)(F)F)n3nc(C(=O)O)cc3N2)cc1OC (stereo not given)	0.6	62*	7	0.3	4	5	1.3	5	-2
C#Cc1ccc([C@@H]2C=C(C(=O)NCc3ccccc3)O[C@H](OCC)[C@H]2CCCO)cc1	3.2	-25	-14	0.5	-1	-2	10	3	1
Cc1c(NC(=O)C(C)OC(=O)[C@@H](NC(=O)c2ccccc2)C(C)C)c(=O)n(-c2ccccc2)n1C (stereo not given in full)	0.6	1	6	-1.7	6	-3	-0.4	-9	6
O=C(CN(Cc1ccccc1)C(=O)c1ccco1)NCc1ccc(F)cc1	0.5	-1	-5	-1.1	1	1	0.9	6	9
Going on with the list:
SMILES	TRPML3 agonist	EP2 modulator	CHOP inhibitor	S1P4 agonist	NPY2 pot ag	NPY Y1 blocker	TRPN1 ag	NPY1 pot ag	S1P4 antagonist
CC(/C=C/C=C/c1ccccc1)=N/NC(=O)c1ccc2c(c1)OCCO2	0.1	-35	-14	-0.2	-26	/	0.2	-2	11
O=C(Nc1cc([N+](=O)[O-])ccc1Cl)c1ccc2c(c1)OCO2	1.1	11	4	-0.6	-6	0	0.0	-16	-10
CCCn1c(N)c(C(=O)CSc2nc3ccccc3c(=O)n2Cc2ccccc2)c(=O)[nH]c1=O	-0.1	-21	42	-0.5	-13	2	-0.8	2	2
COCCCN(C(C)=O)c1nc(-c2ccc(OC)cc2)cs1	0.0	8&-49	/	0.6	5	-10	-1.6	-12	5
COC(=O)c1ccc(NC(=O)CSc2nnnn2C2CCCCC2)cc1	0.5	-21	41	-2.2	-18	-2	1.4	-3	-8
COc1ccc2cc(/C(C)=N/NC(=O)c3cc(-c4cccnc4)nc4ccccc34)ccc2c1	1.5	-3	-12	1.0	10	-3	1.7	5	6
O=C(CCCN1C(=O)c2cccc3cccc(c23)C1=O)N1CCN(Cc2ccc3c(c2)OCO3)CC1	0.4	-23	56	1.2	-3	-2	-0.8	-3	-1
CNC(=S)N/N=C/c1c(C)nn(-c2ccc(F)cc2)c1Cl	-0.8	6	-4	-1.1	-3	-1	-2.4	-7	-8
Cc1ccc(CCNC(=O)CCc2nc3ccccc3[nH]2)cc1	0.5	-28	47	-0.7	-7	-3	1.7	-25	2
CCn1c(COc2cccc(C)c2)nnc1SCC(=O)Nc1cccc(C(=O)O)c1	0.8	17	8	0.0	-3	-2	1.6	-5	-105
O=C(NC1CCCCC1)C12CC3CC(CC(Cl)(C3)C1)C2	-0.2	-2	12	-0.8	1	6	-2.5	-17	-4
CCCc1sc(N/N=C/c2ccccn2)nc1-c1ccc(F)cc1	0.9	40	87*	-1.3	-4	6	0.1	3	-29
CC(=O)Nc1ccc(NC(=O)c2ccccc2Sc2ccc([N+](=O)[O-])cc2Cl)cc1	1.2	-13	10	3.7	4	-3	0.2	13	-13
CCc1cccc(NC(=O)CS(=O)Cc2nc(-c3ccc(C)cc3)oc2C)c1 (stereo not given)	-0.1	-25	93*	-0.6	-4	4	-1.5	-19	-20
O=S(=O)(Nc1ccccc1Cl)c1ccc(F)cc1	-0.1	1	-12	-3.0	9	0	-0.9	1	-2

Compounds above containing a COOH group:
SMILES	TRPML3 agonist	EP2 modulator	CHOP inhibitor	S1P4 agonist	NPY2 pot ag	NPY Y1 blocker	TRPN1 ag	NPY1 pot ag	S1P4 antagonist
O=C(O)c1ccc(-n2c(O)c(C=C3N=c4ccccc4=N3)sc2=S)cc1	0.8	44	4	1.6	-5	/	0.8	-4	-7
COc1ccc(C2CC(C(F)(F)F)n3nc(C(=O)O)cc3N2)cc1OC (stereo not given)	0.6	62*	7	0.3	4	5	1.3	5	-2
CCn1c(COc2cccc(C)c2)nnc1SCC(=O)Nc1cccc(C(=O)O)c1	0.8	17	8	0.0	-3	-2	1.6	-5	-105

Source: PubChem BioAssay
